All columns: NCI-60 one-dose screen, growth in % after 48 h at 10 µM unless noted; 100 = growth as untreated, 0 = no growth, -100 = all killed.
MCF7: MCF7 breast cancer; AID 1794796; 82,000 compounds, 6.3% hits
SR: SR leukemia cells | 73,000 compounds, 8.7% hits
MDA-MB-468: MDA-MB-468 breast cancer; 78,000 compounds, 8.5% hits
MDA-MB-231: MDA-MB-231 breast cancer | 81,000 compounds, 5% hits | AID 1794789
HS 578T: HS 578T breast cancer; 78,000 compounds, 4.1% hits; AID 1794788
K-562: K-562 leukemia. AID 1794777. 78,000 compounds, 7.4% hits
T-47D: T-47D breast cancer. AID 1794792. 79,000 compounds, 5% hits
BT-549: BT-549 breast cancer. 78,000 compounds, 4.4% hits
Numbers without * were called inactive; nt = not tested or not shown; & = joins results of further samples. How the source made its calls: active means growth percent below 10; inactive means the rest.

Start of the data: the first five compounds, ahead of the listing:
SMILES	MCF7	SR	MDA-MB-468	MDA-MB-231	HS 578T	K-562	T-47D	BT-549
CN1C(=O)C(=Cc2cn(Cc3cn(Cc4ccc(Cl)cc4Cl)nn3)c3ccccc23)C(=O)N(C)C1=O	93	nt	32	89	91	91	75	nt
COc1ccc(CN2C(=O)c3cnc4c(c(C)nn4-c4ccccc4)c3C2=O)cc1OC	88	nt	117	106	90	nt	109	95
CCCCCCCCCCCC(=O)Nc1ccc(SSc2ccc(NC(=O)CCCCCCCCCCC)cc2)cc1	125	98	103	100	106	118	106	104
COc1cc2nc(Cl)nc(Nc3cccc(C(=O)/C=C/c4ccccc4)c3)c2cc1OC	12	8.9*	69	68	98	9.2*	69	63
CN1C(=O)C(C2=NN(c3cc(Cl)cc(Cl)c3)C(c3ccc(F)cc3)C2)C(=O)N(C)C1=O (configuration not stated)	90	96	73	76	99	69	75	90

Main list, from the first entry:
SMILES	MCF7	SR	MDA-MB-468	MDA-MB-231	HS 578T	K-562	T-47D	BT-549
CN1C(=O)C(=Cc2cn(Cc3cn(Cc4ccc(Cl)cc4Cl)nn3)c3ccccc23)C(=O)N(C)C1=O	93	nt	32	89	91	91	75	nt
COc1ccc(CN2C(=O)c3cnc4c(c(C)nn4-c4ccccc4)c3C2=O)cc1OC	88	nt	117	106	90	nt	109	95
CCCCCCCCCCCC(=O)Nc1ccc(SSc2ccc(NC(=O)CCCCCCCCCCC)cc2)cc1	125	98	103	100	106	118	106	104
COc1cc2nc(Cl)nc(Nc3cccc(C(=O)/C=C/c4ccccc4)c3)c2cc1OC	12	8.9*	69	68	98	9.2*	69	63
CN1C(=O)C(C2=NN(c3cc(Cl)cc(Cl)c3)C(c3ccc(F)cc3)C2)C(=O)N(C)C1=O (configuration not stated)	90	96	73	76	99	69	75	90
CSc1ccccc1C#C/C=C\C#Cc1ccccc1N1CCCC1=O	38	13	nt	51	98	15	63	70
N#CC(C(=O)c1ccccc1)c1ccccc1 (configuration not stated)	97	nt	104	108	127	101	109	105
COC(=O)[C@]1(CCSC)N[C@H](c2cn(-c3ccccc3)nc2-c2ccccc2)[C@@H]2C(=O)N(c3ccc(C)cc3)C(=O)[C@@H]21	100	nt	110	111	99	nt	107	91
O=C(O)c1ccc(-n2cc(CNc3cccc(Cl)c3)c(-c3ccc(C(F)(F)F)cc3)n2)cc1	47	107	97	90	76	35	65	82
COc1ccccc1C(C(=O)O)c1ccccc1 (configuration not stated)	94	107	98	88	110	102	87	108
COc1ccc2c(c1)O/C(=C/c1ccc(OCC(=O)c3ccc([N+](=O)[O-])cc3)cc1)C2=O	98	87	nt	93	95	81	119	132
CCN(CC)C(=O)c1nn(C(C)=O)c2cc(F)c(F)cc12	86	96	113	94	100	88	85	90
CSCC[C@H](NC(=O)CSc1nnc(-c2ccc(NC(=O)c3cccnc3)cc2)o1)C(=O)O	102	nt	128	103	110	101	112	125
CCCN1CCN(c2ccc3nc(-c4ccc5nc(-c6ccc(OCC)cc6)[nH]c5c4)[nH]c3c2)CC1	-70*	nt	-68*	85	70	-47*	47	71
CCCCCCCCCCCCCC(=O)C(C)N (configuration not stated)	34	-2.6*	33	-54*	71	-44*	-30*	67
O=C1/C(=C/c2cc(Cl)cc(Cl)c2)Cc2cc3c(cc21)OCO3	64	99	109	100	103	106	99	121
COc1ccc(Nc2ncc3c(N)nccc3n2)cc1	97	98	53	109	105	90	93	72
O=C1Nc2c(ccc(Cl)c2Cl)/C1=C/c1ccc(F)cc1	38	74	52	84	74	85	71	100
O=C(CCCCCCN1CC(=O)N2[C@@H](c3cccs3)c3[nH]c4ccccc4c3C[C@H]2C1=O)NO	52	36	42	94	81	65	43	104
COc1ccc(NC(=S)NNc2ccc(-c3ccc(OC)c(OC)c3)nn2)cc1	96	98	109	96	96	104	96	98

Single records (already shown). Values in the order: MCF7, SR, MDA-MB-468, MDA-MB-231, HS 578T, K-562, T-47D, BT-549
`CCN(CC)C(=O)c1nn(C(C)=O)c2cc(F)c(F)cc12` as listed: 86, 96, 113, 94, 100, 88, 85, 90
`COc1ccc(Nc2ncc3c(N)nccc3n2)cc1` as listed: 97, 98, 53, 109, 105, 90, 93, 72
`COc1ccc(CN2C(=O)c3cnc4c(c(C)nn4-c4ccccc4)c3C2=O)cc1OC` as listed: 88, nt, 117, 106, 90, nt, 109, 95
`COc1ccc(NC(=S)NNc2ccc(-c3ccc(OC)c(OC)c3)nn2)cc1` as listed: 96, 98, 109, 96, 96, 104, 96, 98
`COc1cc2nc(Cl)nc(Nc3cccc(C(=O)/C=C/c4ccccc4)c3)c2cc1OC` as listed: 12, 8.9*, 69, 68, 98, 9.2*, 69, 63

(next part)
SMILES	MCF7	SR	MDA-MB-468	MDA-MB-231	HS 578T	K-562	T-47D	BT-549
Cc1ccc(NC(=O)c2ccccc2C)cc1	100	99	103	103	113	104	111	95
N#Cc1c(-c2ccc(F)cc2)nc(NN)nc1N1CCOCC1	90	91	94	92	93	90	78	94
NC1=NC(=O)c2c3c(nc(N)c21)CCCCC3	96	nt	89	108	104	79	88	102
C=CCOc1c(CCC)cc(CCC)cc1C(N)=O	103	nt	103	103	60	103	82	115
CSCCC(NC(=O)C(CCCCN)NC(=O)C(Cc1c[nH]c2ccccc12)NC(=O)C(CCCCN)NC(=O)C(CCCCN)NC(=O)C(CC(C)C)NC(=O)C(CC(C)C)NC(=O)C(CCCCN)NC(=O)C(Cc1c[nH]c2ccccc12)NC(=O)C(CC(C)C)NC(=O)C(CC(=O)O)NC(=O)C(CO)NC(=O)C(Cc1ccccc1)NC(=O)C(NC(=O)C(CCC(=O)O)NC(=O)C(CCC(N)=O)NC(=O)C(CO)NC(=O)C(CC(C)C)NC(=O)C1CCCN1C(=O)C1CCCN1)C(C)O)C(=O)NC(CCCNC(=N)N)C(=O)NC(CCCNC(=N)N)C(=O)NC(CC(N)=O)C(=O)NC(CCC(N)=O)C(=O)NC(Cc1ccccc1)C(=O)NC(Cc1c[nH]c2ccccc12)C(=O)NC(C(=O)NC(CCCCN)C(=O)NC(C(=O)NC(CCC(N)=O)C(=O)NC(CCCNC(=N)N)C(=O)NCC(=O)O)C(C)C)C(C)C (configuration not stated)	100	111	111	110	112	115	101	104
Brc1cc(-c2ccccc2)nc2ccccc12	52	88	79	94	90	102	60	nt
CN(C)CCCOS(=O)C(c1ccccc1)c1ccccc1 (configuration not stated)	97	98	86	99	96	103	84	98
O=C(O)CNS(=O)(=O)Cc1ccccc1	92	95	99	105	99	104	101	103
O=S(=O)(c1ccccc1)N1CCCCC1CCc1ccccc1 (configuration not stated)	110	93	79	80	92	70	68	95
CCOc1ccc(N2C(=O)S/C(=C3/SC(=O)N(c4ccc(OCC)cc4)C3=O)C2=O)cc1	96	97	86	100	96	98	97	119
O=C1/C(=C/C=C/c2ccco2)SC(=S)N1c1ccccc1	57	44	-9.4*	80	102	65	77	65
CCOC(=O)Nc1ccc(-c2nc(-c3cccc(OC)c3)c(-c3ccnc(Br)c3)[nH]2)cc1	17	9.5*	26	41	-5.1*	12	13	56
C=CCC(=O)N[C@H](Cc1ccc(-c2cc(Cl)cc(Cl)c2)cc1)[C@H](O)[C@@H](O)C(=O)O	103	110	103	99	112	100	66	99
COc1cc2c(C)cc(=O)oc2cc1O	102	91	101	117	113	83	95	103
COC(=O)N[C@@H](C)CNc1nccc(-c2cn(C(C)C)nc2-c2cc(Cl)cc(NS(C)(=O)=O)c2F)n1	95	52	99	61	nt	69	79	73
CC(=O)Nc1ccc(Cl)cc1-c1n[nH]c(=O)[nH]c1=O	95	95	107	95	83	102	102	107
COC(=O)c1ccc[n+](C)c1	100&95	101	109&109	107&108	139&97	98	105&77	111&107
COc1ccc2c(c1)C(c1c[nH]c3ccccc13)(c1c[nH]c3ccccc13)CCO2	31	56	35	35	56	29	-6.4*	56
CCOC(=O)c1cccc(NC2=C(Br)C(=O)C(C)=C(C)C2=O)c1	94	110	94	94	102	90	99	111
O=C1c2ccccc2CN1c1ccccc1	106	84	101	95	115	94	96	97
Nc1cc(S(=O)(=O)O)cc2ccccc12	92	98	107	110	113	101	101	nt
CC(C)=CCC/C(C)=C\C=N\NC(=O)c1ccncc1	92	75	99	114	nt	80	84	99
O=S(=O)(NCCNc1nccc(-c2c(-c3ccccc3)nc3sccn23)n1)c1ccc(O)cc1	19	18	20	50	65	36	41	49
CC1(C)C(CC(=O)O)CC1C(=O)O (configuration not stated)	103	105	102	106	92	110	107	103
COc1cc(-c2csc(NC(=O)Nc3ccc(Cl)c(C(F)(F)F)c3)n2)cc(OC)c1OC	-9.7*	0.9*	-13*	-32*	17	14	-9.4*	-13*
CN1c2ccccc2C(=O)N(NC(=O)Nc2ccc(F)cc2)C1c1ccc([N+](=O)[O-])cc1 (configuration not stated)	82	88	102	77	102	83	96	97
CN(C)c1cccc(C(=O)O)c1	105	111	93	105	115	104	94	113
COc1ccc(C2=Nn3c(nnc3-c3cc(OC)ccc3OC)SC2)cc1	88	89	105	97	110	nt	90	108
O=[N+]([O-])c1c(S(=O)(=O)O)cc2cc(S(=O)(=O)O)ccc2c1[N+](=O)[O-]	98	103	111	100	99	96	109	104
CC(C)=NNC(=O)c1ccncc1	95	84	98	107	96	94	103	93
O=C(c1nc2ccccc2[nH]1)C1C(c2ccc(Br)cc2)C2CSCN2[C@@]12C(=O)Nc1ccccc12 (some centres not stated)	61	54	87	77	68	75	55	90
CC(Sc1nc2sc3c(c2c(=O)n1-c1ccc(Cl)cc1)CCCC3)C(=O)Nc1ccccc1 (configuration not stated)	80	91	72	84	76	66	85	125
CNC(=O)c1ccccc1O	97	100	100	100	98	123	92	99
COc1ncc(-c2ccc3ncnc(Nc4cccc(Cl)c4)c3c2)cc1NS(=O)(=O)C1CC1	7.6*	47	-44*	38	14	61	-2.0*	2.9*
CCOc1ccc(C(=O)O)cc1	94	99	83	112	95	115	100	97
O=c1[nH]c2c(cc1S(=O)(=O)c1ccccc1)CCCc1ccn(Cc3ccccc3)c1-2	93	94	101	110	117	92	112	111
Nc1nc(-c2n[nH]c(=S)n2-c2ccccc2)cs1	117	nt	96	101	111	94	102	nt
COc1ccc(-c2cc(C(=O)N3N=C(c4ccc(N)cc4)CC3c3ccc(Cl)cc3)c3ccccc3n2)cc1 (configuration not stated)	14	15	18	44	16	7.4*	47	8.4*
c1ccc(C(=NNc2nc(-c3ccccc3)cs2)c2ccccc2)cc1	84	52	90	77	90	62	71	105
CCCCCCCCCCCCCCn1cc(C=C2C(=O)NC(=O)NC2=O)c2cc(Br)ccc21	97	98	108	101	99	100	104	108
CN1CCN(Cc2ccc(NC(=O)c3ccc(C#Cc4c(N)ncc5ccc(F)cc45)cc3)cc2C(F)(F)F)CC1	-77*	nt	-74*	-73*	30	-45*	nt	28
NS(=O)(=O)c1cccc(N/C=C/C(=O)c2ccc(F)cc2)c1	83	101	115	105	113	105	89	101
O=C(OCCOCCO)N(c1cccc(Br)c1)c1nc(SCCN2CCOCC2)nc2c1cnn2CC(Cl)c1ccc(Br)cc1 (configuration not stated)	4.8*	-28*	-2.5*	1.5*	-2.1*	2.1*	14	nt
O=C1CCC2CC1CCC2=O	94	99	nt	110	94	96	110	121
N#Cc1c(NN)nc2c(c1C#N)CCCC2	96	89	105	102	97	90	75	84
C=C(C)[C@@H]1CC[C@]2(C#N)CC[C@]3(C)[C@H](CC[C@@H]4[C@@](C)(CCc5nn[nH]n5)[C@H](C(=C)C)CC[C@]43C)[C@@H]12	96	83	105	102	101	83	104	94
CCCCOc1nc2ccccc2cc1/C=C/C(=O)c1c(O)c2ccccc2oc1=O	95	82	113	98	nt	82	55	97
CCCCCCCCn1ccc2cc(NC(=O)Cn3cc(CN4CCCCCC4)nn3)ccc21	-23*	-13*	-67*	-26*	66	-62*	-47*	97
COc1ccc(CCNC(=O)c2cc(-c3cc(Cl)cc(Cl)c3)oc2C)cc1	88	85	95	94	92	65	66	100
O=C(/C=C/c1ccccc1)c1ccc(-n2cc(CN3CCN(c4cc5c(cc4F)c(=O)c(C(=O)O)cn5C4CC4)CC3)nn2)cc1	58	24	66	89	67	56	93	77
CCOc1nnc2c3ccccc3n(C)c2n1	106	90	113	103	93	97	nt	126
COC(=O)c1sc(-c2ccc(F)cc2)cc1O	96	76	96	99	106	82	117	104
CC(=O)c1sc(Nc2cccc(Nc3nc(C)c(C)s3)c2)nc1C	62	39	55	81	53	41	13	46
CCCCCCCCCCCCOC(=N)N(C)C	94	82	104	104	97	96	90	97
Cc1ccc(/C=C/C(=O)c2ccc(NC(=O)CSc3nnc(-c4c[nH]c5ccccc45)n3-c3ccccc3)cc2)cc1	8.5*	72	86	84	84	64	54	96
COc1ccc(C(C#N)(CCC#N)CCC#N)cc1OC	105	91	94	110	104	94	108	108
O=c1[nH]cnc2c1ncn2C1OC(CO)CC1F (configuration not stated)	98	nt	103	105	97	108	103	97
Cn1cc(-c2nc(-c3cn(C)c4ncccc34)cs2)c2cc(Br)ccc21	92	nt	83	96	105	79	89	102
CCCCC(CN)(c1cccs1)c1cccs1	93	91	101	102	102	85	91	104
O=c1oc2ccccc2cc1/C(CS(=O)(=O)c1ccccc1)=N/Nc1ccccc1	95	111	100	94	96	104	97	99

Additional structures:
SMILES	MCF7	SR	MDA-MB-468	MDA-MB-231	HS 578T	K-562	T-47D	BT-549
O=C1CCCc2c1ccc1ccccc21	101&95	89&91	93&100	91&112	105&104	111&100	94&97	108&100
O=C1CCC(ON(C(=O)c2ccccc2)c2ccccc2)N1 (configuration not stated)	91	103	116	110	129	104	89	120
O=Cc1c(-c2ccccc2)nc2sc(-c3c[nH]c4ccccc34)nn12	60	84	72	99	99	64	64	85
Oc1ccc(/C=N\N=C\c2ccc(O)cc2)cc1	95	111	103	92	111	102	100	101
c1ccc(CSc2ncnc3nc[nH]c23)nc1	100	103	nt	98	121	97	107	122
COc1ccc(C(c2ccc(N(C)C)cc2)c2ccc(N(C)C)cc2)cc1S(=O)(=O)O	90	105	124	122	117	105	104	109

Bioassay records (PubChem BioAssay)
